Screening data from PubChem BioAssay.
Siah-1 displacement – blockers of Siah-1 interaction with plectin peptide – biochemical, fluorescence polarization, rhodamine-plectin, uHTS, primary screen (AID 1817). Siah-1 / rhodamine-plectin peptide fluorescence polarization; higher % means a stronger effect. displacement, % at 20 µM, or IC50 in µM where a hit was titrated. 290,000 compounds, 0.02% hits;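 active = displacement of at least 50% at 20 µM, with a fluorescence ratio check between 0.3 and a set limit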;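 also: plate controls were Siah plus tracer with DMSO for no effect and tracer alone without Siah for full effect; strong numbers were not always called active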
P. falciparum M1AAP – malaria alanyl aminopeptidase activity blockers – biochemical, fluorogenic H-Leu-NHMec substrate, 1536-well (AID 1445). recombinant M1AAP, H-Leu-NHMec fluorogenic kinetic assay; higher % means a stronger effect. inhibition, % at 30 µM; hits with a dose series show IC50 in µM. 220,000 compounds, 0.42% hits;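 active = primary inhibition above the hit cutoff, then over 50% inhibition at one or more dose response concentrations, cut at about 23% in these data, passing the limit was not always enough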;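 also: plate controls were DMSO full reaction for no effect and no enzyme background for full effect; strong numbers were not always called active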
ER stress rescue – rescue of cells from ER stress-induced death, primary screen, 384-well, CSM14.1, thapsigargin, ATP luminescence (AID 1222) | CSM14.1 thapsigargin-induced death rescue, ATP luminescence; higher % means a stronger effect | cellular ATP content (survival), % at 20 µM; hits with a dose series show EC50 in µM | 190,000 tested, under 10 active;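 active = EC50 below 50 µM in the dose-response confirmation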;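 also: death triggered by thapsigargin at about 15 µM added after 2 h compound pretreatment; cell ATP read after overnight thapsigargin exposure of roughly 18 to 22 hours; normalized against plate controls of thapsigargin alone and 5% DMSO vehicle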
XIAP antagonists – XIAP antagonists, biochemical, IAP family, fluorescence polarization (AID 1018); XIAP BIR domain, fluorescence polarization peptide displacement; higher % means a stronger effect; displacement, % at 20 µM, or IC50 in µM where a hit was titrated; 200,000 compounds, 0.007% hits; in the data active = displacement above about 50%; also: a part of the inactive calls stands beside numbers as strong as those of hits
HEK293 NOD2/NF-kB – inhibition of NOD2-driven NF-kB reporter – cell-based, luminescence, uHTS, HEK293 (AID 1566) | inhibition, % at 4 µM, or EC50 in µM where a hit was titrated | HEK293 NOD2/NF-kB luciferase reporter, luminescence; higher % means a stronger effect | 290,000 compounds, 0.63% hits; also: many of its hits are not listed in these tables
Hep lipid drop – modulators of hepatic lipid droplet formation. AML12 mouse hepatocytes, oleate lipid droplets, BODIPY imaging. inhibition, % at 6.5 µM. 240,000 compounds, 0.4% hits. AID 1656;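 active = lipid droplet intensity inhibited by at least 50%, with more than 500 cells counted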
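Technique: fluorescence imaging, 20x objective, two fields per well / Assay system: AML12 hepatocytes (mouse) / Measure: % inhibition of lipid droplet signal / Doses: 6.5 µM single-point dosing / Incubation: overnight exposure / Reagent: 100 µM oleic acid challenge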
P. falciparum M17LAP – P. falciparum M17LAP inhibitors, primary screen, biochemical, fluorogenic H-Leu-NHMec substrate, 1536-well (AID 1619) | inhibition, % at 30 µM; hits with a dose series show IC50 in µM | recombinant M17LAP, H-Leu-NHMec fluorogenic kinetic assay; higher % means a stronger effect | 220,000 compounds, 0.38% hits;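 active = compound inhibiting the enzyme by more than half at any dose during confirmatory dose-response retesting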;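 also: plate controls were full reaction with DMSO carrier for no effect and no enzyme background for full effect; strong numbers were not always called active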
LYP inhibition – PTPN22 lymphoid phosphatase activity blockers – biochemical, fluorescence intensity, uHTS (AID 1779) | recombinant LYP phosphatase, fluorescence intensity; higher % means a stronger effect | inhibition, % at 11.5 µM; hits with a dose series show IC50 in µM | 290,000 compounds, 0.054% hits;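 also: plate controls were vehicle with enzyme for no effect and no enzyme for full effect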
AID2073 – disruptors of CaV2.2 binding to Mint1 – biochemical, HTRF (AID 2073) | one-dose inhibition, % at 20 µM; IC50 in µM for titrated hits | 290,000 compounds, 0.19% hits | HTRF protein-protein interaction, Mint1-CaV2.2; higher % means a stronger effect; in the data active = inhibition mostly above about 51%, no sharp cut-off; also: some results filed as inactive read as strong as hits
Hep lipid drop cells 6.5 µM – further read-out of Hep lipid drop, marked with its call; cell count; measured here: cell count, cytotoxicity flag;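 cells counted across two imaged fields per well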
* = called active by the depositor; / = not tested or not shown. Rule as the data show it, unless noted: active = inhibition above about 50%; inactive = the rest.

Each structure is followed by: Siah-1 displacement	P. falciparum M1AAP	ER stress rescue	XIAP antagonists	HEK293 NOD2/NF-kB	Hep lipid drop	Hep lipid drop cells 6.5 µM	P. falciparum M17LAP	LYP inhibition	AID2073
> CC(C)CC1(C)NC(=O)N(CC(=O)NC(=O)Nc2ccc3c(c2)OCCO3)C1=O (stereo unspecified)
→ -3%	3%	-0.9%	-4.3%	-1%	/	/	4%	-7%	-3%
> Cc1ccc(Cl)c2sc(NC(=O)C3=COCCO3)nc12
→ 6%	/	/	/	0%	-11	646	/	0%	10%
> CN(C(=O)CCc1nc(-c2ccccc2F)no1)c1ccccc1
→ 7%	-1%	0.3%	-4.2%	-9%	3	711	5%	-5%	3%
> O=C(O)c1ccc2c(c1)C(c1ccccc1)OC2=O (stereo unspecified)
→ 5%	1%	-0.5%	-6.9%	-24%	/	/	-3%	1%	5%
> CCCOP(=O)(c1ccc(N(C)C)cc1)C(O)c1ccc(Cl)cc1Cl (stereo unspecified)
→ 2%	/	/	/	-20%	-36	797	/	1%	-20%
> NC(=O)C1CCCN(C(=S)NCc2ccc3c(c2)OCO3)C1 (stereo unspecified)
→ -5%	-10%	0.1%	0.1%	0%	-1	697	7%	-6%	-5%
> CCC(C)C(=O)Nc1cc([N+](=O)[O-])ccc1Cl (stereo unspecified)
→ 7%	8%	-3.0%	-3.6%	4%	-4	693	5%	-8%	-6%
> O=C1NC(c2ccc(F)cc2)Oc2ccccc21 (stereo unspecified)
→ -3%	/	/	/	6%	25	861	/	-10%	30%
> CCOc1cc(C2NC(=O)CCC2[N+](=O)[O-])cc(Br)c1OCC (stereo unspecified)
→ -4%	/	/	/	11%	-6	395	/	-7%	9%
> Cc1ccc(C(=O)C[n+]2cccc3cc(C)ccc32)cc1
→ -1%	-1%	1.1%	-7.5%	3%	18	684	5%	-3%	5%
> O=C(c1ccccc1)N(Cc1cccnc1)C1(C(=O)Nc2ccccc2)CCCCC1
→ -2%	3%	2.0%	-2.9%	-10%	1	699	0%	4%	1%
> Cc1ccc(-n2ncc3c(=O)n(CC#N)cnc32)cc1C
→ -1%	6%	-1.3%	-3.8%	-5%	/	/	23%	-7%	10%
> CC(C)Cc1nnc(NC(=O)CS(=O)(=O)Cc2ccccc2)s1
→ 6%	-1%	3.2%	-4.6%	8%	-6	630	6%	-7%	-11%
> COc1ccc(NC(=O)/C=C/C(=O)O)c(OC)c1
→ 0%	2%	/	/	12%	-15	717	14%	-10%	18%
> CC(CC(=O)O)C(=O)c1ccc(Cl)c([N+](=O)[O-])c1 (stereo unspecified)
→ 0%	3%	2.0%	-0.5%	-6%	9	643	14%	-4%	-8%

The list continues.
Each structure is followed by: Siah-1 displacement	P. falciparum M1AAP	ER stress rescue	XIAP antagonists	HEK293 NOD2/NF-kB	Hep lipid drop	Hep lipid drop cells 6.5 µM	P. falciparum M17LAP	LYP inhibition	AID2073
> COc1ccc(CNC(=O)C(=O)NCC2OCCN2S(=O)(=O)c2ccc(OC)c(OC)c2)cc1 (stereo unspecified)
→ 3%	/	/	/	19%	3	710	/	-7%	8%
> CCOC(=O)c1c(C)[nH]c(C)c1C(=O)CSc1nncs1
→ 1%	-5%	-0.3%	-5.0%	11%	2	696	13%	-10%	13%
> O=c1cnc2ccccc2n1CC1CCCCC1
→ 4%	-3%	0.6%	-7.8%	7%	/	/	6%	-2%	31%
> Cc1ccc(S(=O)(=O)c2nnn3c2nc(N2CCN(c4ccccn4)CC2)c2ccccc23)cc1
→ 0%	/	/	/	2%	-2	778	/	-1%	15%
> C=CCOc1ccc(NC(=O)C(=O)NCCCn2ccnc2)cc1
→ 4%	-5%	-0.5%	-1.8%	8%	/	/	-1%	-7%	6%
> Nc1nnn(CC(=O)N/N=C/c2cccc3ccccc23)n1
→ 0%	-9%	-1.7%	-6.6%	1%	1	693	5%	3%	6%
> Cc1ccccc1CS(=O)(=O)Cc1ccc(C(=O)NCCCN2CCOCC2)o1
→ 1%	7%	0.6%	-6.6%	4%	7	721	0%	1%	8%
> O=C(Nc1cc(Cl)cc(Cl)c1)C1CCC(=O)N1Cc1ccccc1Cl (stereo unspecified)
→ 0%	0%	-2.5%	-0.1%	12%	2	603	4%	1%	-4%
> CCC(NS(=O)(=O)c1ccc(C)cc1)C(=O)Nc1ccc(NC(C)=O)cc1 (stereo unspecified)
→ 0%	8%	0.4%	-5.3%	-14%	-2	749	-3%	4%	12%
> Clc1ccc(/C=N/N2CCN(Cc3ccccc3)CC2)cc1
→ -3%	/	/	/	6%	-5	765	/	-2%	-6%
> O=C(c1ccc(N2CCOCC2)nc1)N1CCOCC1
→ -4%	1%	1.8%	-1.2%	-2%	/	/	1%	-5%	1%
> O=C(Nc1ccc(F)cc1F)NC1CC1
→ 2%	10%	-0.6%	-8.0%	10%	15	715	1%	-3%	3%
> Cc1ccc(C2CC(c3ccco3)n3ncnc3N2)cc1 (stereo unspecified)
→ 0%	4%	-1.2%	-0.4%	-1%	/	/	-3%	-8%	-11%
> Cc1ncc([N+](=O)[O-])n1CC(=O)Nc1ccc(Cl)cc1
→ 16%	/	/	/	10%	-3	420	/	-6%	12%
> COc1cc(OC)c(C(=O)OCC(=O)Nc2ccccc2Cl)cc1OC
→ -8%	/	/	/	20%	-11	765	/	-10%	-1%

Next part:
Each structure is followed by: Siah-1 displacement	P. falciparum M1AAP	ER stress rescue	XIAP antagonists	HEK293 NOD2/NF-kB	Hep lipid drop	Hep lipid drop cells 6.5 µM	P. falciparum M17LAP	LYP inhibition	AID2073
> Cc1cc(C)cc(OCC(=O)Nc2ccc3c(c2)OCCO3)c1
→ 8%	3%	0.7%	-0.7%	25%	0	782	2%	-4%	-7%
> COc1cccc(OC)c1C(=O)OCC(=O)NC(=O)NCc1ccccc1
→ 4%	6%	0.0%	-3.2%	20%	-13	689	12%	4%	1%
> CC(C)(C)NC(=O)COC(=O)c1ccc2c(c1)C(=O)N(Cc1ccco1)C2=O
→ 3%	/	/	/	-12%	-7	824	/	-5%	26%
> Nc1ncnc(Nc2ccccc2C(F)(F)F)n1
→ 9%	6%	-2.6%	-7.8%	7%	4	652	0%	1%	1%
> N#Cc1cccc(C#N)c1N1CCC(C#N)CC1
→ 8%	4%	/	-1.5%	6%	2	748	-7%	-1%	0%
> CCC(C)c1c(O)nc(SCC(=O)N2CCOCC2)[nH]c1=O (stereo unspecified)
→ 1%	16%	0.3%	-7.2%	-2%	/	/	-9%	-6%	-3%
> COc1ccc(C2OC(=O)CC2C(=O)NCc2ccc(C)cc2)cc1OC (stereo unspecified)
→ 18%	3%	2.2%	-7.9%	12%	-4	729	13%	-5%	1%
> CCOP(=O)(OCC)c1nc(-c2cccc3ccccc23)oc1NCCc1ccc(OC)cc1
→ 8%	22%	3.8%	-2.8%	12%	-1	567	-27%	-13%	21%
> CCn1ncc(CN2CCC(Oc3cc(C(=O)NC4CC4)ccc3OC)CC2)c1C
→ 8%	/	/	/	-2%	5	727	/	-9%	2%
> CCN(CC)c1ccc(/C=C(\C#N)C(=O)NCc2ccccc2)cc1
→ 15%	9%	-0.2%	-10%	0%	4	639	6%	5%	4%
> CCOc1ccc(/C=C(\C#N)C(=O)Nc2cccnc2)cc1
→ 9%	4%	-2.9%	-1.4%	17%	2	705	5%	-1%	9%
> CCn1c(SCc2cccc(C)c2)nnc1-c1ccccc1
→ 0%	2%	1.7%	-1.8%	6%	/	/	13%	-8%	-3%
> Cc1ccc(C(=O)NCCNS(=O)(=O)c2ccccc2)cc1
→ 2%	6%	-0.5%	-3.9%	15%	/	/	4%	-10%	11%
> O=C(CCC1CCCC1)Nc1nnc(-c2ccc3c(c2)OCO3)s1
→ 8%	4%	-0.8%	-0.9%	-66%	11	642	2%	-10%	3%
> Cc1nc(C)c(-c2csc(Nc3ccc(N)cc3)n2)s1
→ 1%	/	/	/	34%	-2	781	/	-6%	-17%

(cont.)
Each structure is followed by: Siah-1 displacement	P. falciparum M1AAP	ER stress rescue	XIAP antagonists	HEK293 NOD2/NF-kB	Hep lipid drop	Hep lipid drop cells 6.5 µM	P. falciparum M17LAP	LYP inhibition	AID2073
> O=C(CCNC(=O)N1CC(=O)Nc2ccccc21)NCc1cccc(Cl)c1
→ 10%	/	/	/	9%	-6	684	/	-6%	0%
> CC(=O)c1ccc(S(=O)(=O)N2CCNCC2)cc1
→ 0%	-2%	/	/	10%	-4	722	-2%	-4%	-18%
> CCOC(=O)C1CCN(Cc2coc3ccc(Cl)cc3c2=O)CC1
→ 7%	1%	-1.2%	-4.7%	2%	-1	596	10%	-5%	1%
> COc1ccc(N(CC(=O)NCc2ccc(C)cc2)S(=O)(=O)c2ccccc2[N+](=O)[O-])c(OC)c1
→ 18%	-3%	9.1%	-2.7%	8%	-28	726	7%	-1%	22%
> CC1=NN(c2ccc(C(=O)O)cc2)C(=O)/C1=C\c1ccc(OC(=O)c2cccs2)cc1
→ -3%	10%	-1.9%	-10%	-5%	27	681	16%	2%	17%

Structural class: the entries above with an aryl methoxy group
Each structure is followed by: Siah-1 displacement	P. falciparum M1AAP	ER stress rescue	XIAP antagonists	HEK293 NOD2/NF-kB	Hep lipid drop	Hep lipid drop cells 6.5 µM	P. falciparum M17LAP	LYP inhibition	AID2073
> COc1ccc(NC(=O)/C=C/C(=O)O)c(OC)c1
→ 0%	2%	/	/	12%	-15	717	14%	-10%	18%
> COc1ccc(CNC(=O)C(=O)NCC2OCCN2S(=O)(=O)c2ccc(OC)c(OC)c2)cc1 (stereo unspecified)
→ 3%	/	/	/	19%	3	710	/	-7%	8%
> COc1cc(OC)c(C(=O)OCC(=O)Nc2ccccc2Cl)cc1OC
→ -8%	/	/	/	20%	-11	765	/	-10%	-1%
> COc1cccc(OC)c1C(=O)OCC(=O)NC(=O)NCc1ccccc1
→ 4%	6%	0.0%	-3.2%	20%	-13	689	12%	4%	1%
> COc1ccc(C2OC(=O)CC2C(=O)NCc2ccc(C)cc2)cc1OC (stereo unspecified)
→ 18%	3%	2.2%	-7.9%	12%	-4	729	13%	-5%	1%
> CCOP(=O)(OCC)c1nc(-c2cccc3ccccc23)oc1NCCc1ccc(OC)cc1
→ 8%	22%	3.8%	-2.8%	12%	-1	567	-27%	-13%	21%
> CCn1ncc(CN2CCC(Oc3cc(C(=O)NC4CC4)ccc3OC)CC2)c1C
→ 8%	/	/	/	-2%	5	727	/	-9%	2%
> COc1ccc(N(CC(=O)NCc2ccc(C)cc2)S(=O)(=O)c2ccccc2[N+](=O)[O-])c(OC)c1
→ 18%	-3%	9.1%	-2.7%	8%	-28	726	7%	-1%	22%

Only part of the results is shown. The share of hits here may be higher or lower than overall.
